HP1b binding inh: HTS for Inhibitors of HP1-beta Chromodomain Interactions with Methylated Histone Tails | 390,000 tested, 0.56% active | AID 540317, 2011 | Potency, µM (highest dose often 114 µM), inactives show top-dose activity change, negative = inhibition, usual class: inhibitors | AlphaScreen HP1-beta / biotin-H3K9me3 peptide binding; also: potency is read from the fitted curve at half-maximal effect; nearly all actives have a fitted effect of over 70% in size; inactives centre near 23
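AlphaScreen: HP1-beta (50 nM) preformed 30 min with biotin-H3(1-18)K9me3 peptide (50 nM) in PBS pH 7.4, 0.01% Tween-20. Compound added for 30 min at RT, then streptavidin donor/nickel chelate acceptor beads (10 ug/mL) for 30 min.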
12-LOX inh: Primary qHTS assay for inhibitors of human arachidonate 12S-lipoxygenase (ALOX12): Round 2; Potency, µM (top dose mostly 108 µM), for inactives: top-dose activity change, negative = inhibition, hits mostly inhibitors; Polyunsaturated fatty acid lipoxygenase ALOX12 (Homo sapiens), P18054; 580,000 tested, 1.1% active; purified 12hLO, xylenol orange hydroperoxide absorbance; also: potency is read from the fitted curve at half-maximal effect; % is scaled to controls: 0 for no effect and ±100 for the full control effect
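Purified human 12hLO at 150 nM in 25 mM Hepes, 0.01% Triton X-100, pH 7.0, preincubated 15 min at room temperature with compound. Reaction started with 40 uM arachidonic acid, 30 min at room temperature. Hydroperoxide measured by Fe-xylenol orange, 573/405 nm absorbance ratio.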
ERG Ets-DNA blk: qHTS for Small Molecule Inhibitors of the ERG Ets/DNA interaction | Transcriptional regulator ERG (Homo sapiens), P11308 | fluorescence polarization, His-ERG Ets domain / labelled DNA | Potency, µM (series often up to 76.9 µM), for the others: at the top dose FP activity, negative = inhibition, actives largely listed as inhibitors | 370,000 tested, 0.028% active | AID 624246, 2012; active = well fitted inhibition curve with a large enough effect in the polarisation, with a control signal flat; inconclusive = small, poorly fitted or top-dose-only effect, or effect the other way, or a change in a side signal; inactive = no such curve, though single readings can be large or run the other way; the % refers to the polarisation;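 also: polarization taken with two DNA probes labelled with fluorescein and Texas red; potency is read from the fitted curve at half-maximal effect; % of control where 0% means no effect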
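His-tagged ERG Ets domain (1 uM in the protein solution; 300mM KCl, 50mM Tris-HCl, 1mM EDTA, 1mM DTT, pH 7.5) received compound, then a probe mix of 5 nM fluorescein-DNA and 100nM Texas-615-DNA. Fluorescence polarization was read for both dyes.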
JMJD2A Tudor: qHTS Assay for Inhibitors of JMJD2A-Tudor Domain. Lysine-specific demethylase 4A (Homo sapiens), O75164. AlphaScreen JMJD2A-Tudor / H3K4me3 peptide binding. Potency, µM (top dose mostly 114 µM), without a hit: at the highest dose activity change, negative = inhibition, usual class: inhibitors. 390,000 tested, 4.4% active. AID 504339, 2011; also: potency is read from the fitted curve at half-maximal effect; % is scaled to controls: 0 for no effect and ±100 for the full control effect; nearly all actives have a fitted effect of over 50% in size
RGS4 inhibitor: Inhibitors of Regulator of G Protein Signaling (RGS) 4: qHTS; Regulator of G-protein signaling 4 (Homo sapiens), P49798; Potency, µM (top dose mostly 114 µM), for the others: top-dose activity change, negative = inhibition, hits mostly inhibitors; 390,000 tested, 0.039% active; Transcreener GDP fluorescence polarization, RGS4-accelerated GTP hydrolysis; also: potency is read from the fitted curve at half-maximal effect; % is scaled to controls: 0 for no effect and ±100 for the full control effect; nearly all actives have a fitted effect of over 75% in size; some results filed as inactive show a strong effect at the top dose
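MLSMR compounds (23 nl, pin-transferred) preincubated 10 min at room temperature with a 500nM (2x) first reagent, then RGS4 at 900nM (2x) plus Transcreener GDP mix added; fluorescence polarization (620/688 nm) read before and after 90 min at 30 °C.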
PI4K2A block: qHTS for small molecular inhibitors of PI4K2A. Phosphatidylinositol 4-kinase type 2-alpha (Homo sapiens), Q9BTU6. purified PI4K2A, ADP-Glo luminescence, 1 h; hits give low values. activity change, negative = inhibition, % at 76.9 µM. 420,000 tested, 0.13% active. AID 1346378, 2018; in the data active = activity change below about -50%; inconclusive = mostly about -30% to -49%;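 also: -100% = wells without enzyme as full effect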
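Compounds are screened against recombinant PI4K2A using PI as substrate and ATP, the latter dispensed at 300 microM. Reactions run one hour at ambient temperature before ADP-Glo detection; full inhibition defined by wells lacking enzyme.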
G9a block: qHTS Assay for Inhibitors of Histone Lysine Methyltransferase G9a; G9a H3K9 monomethylation, AlphaScreen, 2 h; Histone-lysine N-methyltransferase EHMT2 (Homo sapiens), Q96KQ7; AID 504332, 2011; 350,000 tested, 8.8% active; Potency, µM (top dose mostly 102 µM), for the others: at the highest dose activity, negative = inhibition, most hits filed as inhibitors; also: potency is read from the fitted curve at half-maximal effect; % is scaled to controls: 0 for no effect and ±100 for the full control effect; nearly all actives have a fitted effect of over 75% in size
Target sequence (Q96KQ7 913-1193 limits assumed): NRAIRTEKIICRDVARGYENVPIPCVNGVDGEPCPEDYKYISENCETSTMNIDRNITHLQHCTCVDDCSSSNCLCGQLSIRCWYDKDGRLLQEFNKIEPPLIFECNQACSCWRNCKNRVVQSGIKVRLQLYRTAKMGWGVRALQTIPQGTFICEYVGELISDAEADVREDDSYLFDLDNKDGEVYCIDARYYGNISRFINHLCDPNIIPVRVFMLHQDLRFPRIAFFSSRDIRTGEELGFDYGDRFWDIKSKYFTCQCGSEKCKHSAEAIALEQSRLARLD
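Chemiluminescent proximity detection of H3K9 monomethylation, read after 10 min bead incubation in the dark. Reaction: 20 nM G9a, 500 nM biotin-H3K9 peptide, 20 uM SAM cofactor, 2 h, room temperature, following 15 min enzyme-compound preincubation.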
BAZ2B block: qHTS Assay for Inhibitors of BAZ2B; Bromodomain adjacent to zinc finger domain protein 2B (Homo sapiens), Q9UIF8; AlphaScreen BAZ2B-H3K14Ac peptide displacement; Potency, µM (titrated, usually from 114 µM), for inactives: at the highest dose activity change, negative = inhibition, actives largely listed as inhibitors; 360,000 tested, 4.4% active; AID 504333, 2011; also: potency is read from the fitted curve at half-maximal effect; % is scaled to controls: 0 for no effect and ±100 for the full control effect; nearly all actives have a fitted effect of over 60% in size
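Compounds, titrated to a top concentration of 110 uM, were incubated 30 min at room temperature with preformed BAZ2B/acetyl-K14 H3 peptide complex (50 nM each). Proximity signal was measured by AlphaScreen after 20 min with beads.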
GLS inh: qHTS for Inhibitors of Glutaminase (GLS); Glutaminase kidney isoform, mitochondrial (Homo sapiens), O94925; GLS enzymatic activity, qHTS titration; Potency, µM (top dose mostly 45.5 µM), for the others: at the highest dose activity change, negative = inhibition, most hits filed as inhibitors; 410,000 tested, 0.21% active; AID 624170, 2012; also: potency is read from the fitted curve at half-maximal effect; % is scaled to controls: 0 for no effect and ±100 for the full control effect
Target sequence (O94925 whole entry, looked up, canonical isoform): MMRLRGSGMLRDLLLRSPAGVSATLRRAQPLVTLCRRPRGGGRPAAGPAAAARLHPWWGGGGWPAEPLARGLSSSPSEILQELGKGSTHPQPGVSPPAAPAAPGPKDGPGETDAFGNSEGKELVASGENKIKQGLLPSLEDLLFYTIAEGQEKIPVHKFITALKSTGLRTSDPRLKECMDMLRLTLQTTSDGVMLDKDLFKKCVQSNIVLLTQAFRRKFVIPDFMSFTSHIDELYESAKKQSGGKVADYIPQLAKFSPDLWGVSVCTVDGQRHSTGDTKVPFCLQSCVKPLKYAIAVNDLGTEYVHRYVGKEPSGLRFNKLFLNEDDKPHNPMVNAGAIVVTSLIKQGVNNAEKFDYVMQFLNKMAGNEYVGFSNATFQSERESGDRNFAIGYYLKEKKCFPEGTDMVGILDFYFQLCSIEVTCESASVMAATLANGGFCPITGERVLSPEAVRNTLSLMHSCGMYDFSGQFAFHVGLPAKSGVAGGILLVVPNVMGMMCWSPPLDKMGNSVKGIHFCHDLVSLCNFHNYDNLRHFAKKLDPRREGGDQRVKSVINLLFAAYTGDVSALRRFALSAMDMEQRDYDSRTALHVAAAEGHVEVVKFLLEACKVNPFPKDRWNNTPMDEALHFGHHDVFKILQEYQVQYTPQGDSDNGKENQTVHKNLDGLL
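hKGA in 45 mM KH2PO4 pH 8.2, 0.02% Tween-20 with pin-transferred compounds; 1 mM L-glutamine (stock) plus glutamate oxidase/HRP/Amplex Red coupling added. Fluorescence read initially and after 30 min at RT.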
Numbers without * were called inactive; ? = inconclusive; nt = not tested or not shown; & = joins results of further samples; [ ] = remark or other dose. Unless noted, calls follow the shape of the dose curve; as a rule, active = well fitted curve in the direction sought with a large enough effect; inconclusive = small, poorly fitted or top-dose-only effect, or another doubt; inactive = no such curve, though single readings can be large; an effect the other way counts as inactive or inconclusive. Only part of the results is shown, so the mix of outcomes need not match the whole.

smiles | JMJD2A Tudor | 12-LOX inh | PI4K2A block | ERG Ets-DNA blk | GLS inh | HP1b binding inh | BAZ2B block | RGS4 inhibitor | G9a block
O=[N+]([O-])c1ccc(OC(F)F)c(/C=N/n2cnnc2)c1 | 1.7% | -0.9% | -6.2 | -4.8% | 3.0% | 19.3% | -1.1% | -1.7% | nt
COc1ccc(C2/C(=C(/O)c3ccc4c(c3)CC(C)O4)C(=O)C(=O)N2CCN2CCOCC2)cc1OC (stereo not drawn) | ? | ? | -2.2 | 6.8% | 0.0% | -5.1% | -14.4% | 26.4% | ?
Cc1[nH]c2ccc(OCc3ccccc3)cc2c1CCN1C(=O)OC(C)(C)C1(C)O (stereo not drawn) | ? | -28.7%[57.4 µM] | 3.2 | -4.2% | 19.2% | -9.9% | ? | 18.5% | 79.4µM*
COc1ccc(OC)c(S(=O)(=O)N2CCC(NC(=O)c3ccccc3)CC2)c1 | -7.7% | 0.3% | -5.0 | 8.6% | 3.8% | 28.1% | 11.5% | 11.4% | 13.2%[2.33 µM]
Cc1ccc(NS(=O)(=O)c2ccc(CCC(=O)N3CCOCC3)cc2)cc1 | -9.7% | 0.8% | -0.7 | 2.1% | 7.2% | 23.8% | 16.8% | -0.6% | -36.5%[2.33 µM]
CCc1nc(Nc2ccc(F)cc2)c2oc3ccccc3c2n1 | 0.7% | ? | -1.6 | 8.8% | 0.2% | 42.7%[activator] | 0.3% | 19.9% | 44.7µM*
O=c1[nH]cc(S(=O)(=O)N2CCN(c3cccc(C(F)(F)F)c3)CC2)c(=O)[nH]1 | -12.5% | -5.5% | 2.7 | 4.0% | -3.4% | 37.1% | -5.9% | 8.6% | -7.0%
COc1ccc(N(C(=O)c2ccco2)C(C(=O)NC2CCCCC2)c2cccs2)cc1OC (stereo not drawn) | -3.2% | ? | 2.7 | -9.0% | 7.9% | 34.8% | 2.8% | 12.7% | -0.6%[59 µM]
COc1ccc(CN2C(=O)C(C)Nc3ncnc(N4CCN(c5ccccn5)CC4)c32)cc1 (stereo not drawn) | ? | -8.2% | 0.9 | 5.5% | 0.9% | 2.2% | nt | 13.7% | nt
COc1ccc2nc(-c3ccc(N)cc3)[nH]c2c1 | ? | 0.0% | -25.1 | 1.5% | 33.6%[activator] | -19.5% | -4.6% | -49.1% | -44.2%[59 µM]
CC(=O)C1=C(O)C(=O)N(c2ccc(O)cc2)C1c1ccccc1F (stereo not drawn) | -19.6% | 3.3% | 3.5 | -8.7% | 27.3% | 8.3% | 1.7% | 39.4% | 79.4µM*
Cc1cccc2cc(C#N)c(NCCNS(=O)(=O)c3ccccc3)nc12 | 15.8% | -15.0% | 2.0 | -0.8% | 7.9% | 52.1%[activator] | 7.2% | 7.0% | -28.5%
CCOc1cc(NC(=S)NC)c(OCC)cc1NC(=O)c1cccs1 | -9.6%[11.4 µM] | 0.0% | -1.8 | -4.9% | -1.5% | 34.0% | ? | -2.8%[11.4 µM] | 16.0%
Cc1cc(C)nc(N2CCC(C(=O)NNC(=O)c3ccc(Cl)cc3)CC2)n1 | 6.5% | -7.4% | 8.4 | 1.3% | -5.8% | 38.7%[activator] | 1.5% | -2.8% | ?
Nc1nnc(-c2ccco2)s1 | -3.9% | 7.9% | -2.7 | nt | -1.7% | 38.0% | 17.1% | -28.4% | 1.7%[2.33 µM]
Cc1ccc(CNC(=O)CCS(=O)(=O)c2ccc3c(c2)CC(C)N3C(=O)C2CC2)cc1 (stereo not drawn) | -0.7%&8.3% | 5.4%&-12.9% | -4.1&-2.7 | -0.1%&2.1% | 3.9%&5.4% | 23.7%&37.1% | -12.6%[57.1 µM] | -3.9%&-10.6% | 11.8%
Cc1cc2sc3ccc(C#CC4(O)CCCCC4)cc3c(=O)c2cc1C | -1.4% | -13.0% | -2.1 | -1.3% | 0.3% | 67.0%[activator] | nt | -4.1% | nt
COC(=O)c1ccc(C)c(N(CCO)CCO)c1 | 0.0% | -18.5% | -0.2 | -3.9% | 10.1% | 42.5% | -4.1% | -7.4% | 25.1µM*
C=CCNC(=O)c1ccccc1NC(=O)Nc1ccccc1 | 1.2% | 13.9% | -1.3 | nt | 3.2% | 13.4% | 2.5% | 26.2% | 10.6%[59 µM]
Cc1ccc(C)c(NC(=O)CN(C)C(=O)C2CCCC2)c1 | -17.6% | 144.3%[activator] | 4.7 | 15.3% | 0.1% | 30.3% | 17.1% | -8.8% | ?
O=C(C1=NN[C@@H]2C(=O)N(c3ccccc3C(F)(F)F)C(=O)[C@H]12)c1ccc2ccccc2n1 | -0.7% | ? | -7.1 | 6.4% | 1.1% | 52.1%[activator] | ? | -2.0% | 22.0%[59 µM]
Cc1cc2oc3c(c(=O)c2cc1C)C(c1cccc(Br)c1)N(Cc1ccco1)C3=O (stereo not drawn) | -5.4% | -24.8% | -4.2 | -8.9% | 5.6% | 20.7% | -3.2% | -30.5% | ?
CC(C)OCC(O)CN1CCN(C(c2ccccc2)c2ccccc2)CC1 (stereo not drawn) | -8.3% | ? | -8.5 | 2.2% | -6.4% | 59.4% | ? | -8.5% | 50.1µM*
COc1cc(CCC(=O)NC2(C)CCS(=O)(=O)C2)cc(OC)c1OC (stereo not drawn) | -3.6% | ? | -0.6 | 7.3% | -0.9% | 42.3%[activator] | -1.2% | -1.4% | -1.0%[12.7 µM]
CC(C)c1c(C(=O)N/N=C/c2ccc(-c3ccccc3)cc2)nnn1-c1nonc1N | -0.4% | -2.3% | 0.7 | 3.4% | -2.2% | 24.9% | -12.0% | 23.4% | 16.3%

smiles | JMJD2A Tudor | 12-LOX inh | PI4K2A block | ERG Ets-DNA blk | GLS inh | HP1b binding inh | BAZ2B block | RGS4 inhibitor | G9a block
COc1cccc(OCCNCc2ccccc2)c1 | 6.31µM* | ? | 3.2 | 17.0% | -25.1% | -3.4% | ? | ? | 7.94µM*
O=C(COC(=O)/C=C/c1ccc([N+](=O)[O-])cc1)Nc1ccc(F)cc1 | -21.6% | -16.1% | -1.6 | 6.4% | 0.6% | 2.3% | 4.5% | -22.8% | -8.9%[12.7 µM]
Cc1cccn2c(=O)c3cc(C#N)c(=O)n(Cc4cccnc4)c3nc12 | -8.3% | ? | 2.1 | -6.9% | 4.4% | 14.5% | -3.2% | 42.1% | -40.0%
Cc1ccc(C(=O)Nc2ccc(Br)cc2)cc1S(=O)(=O)N1CCOCC1 | -19.6% | -13.9% | -0.6 | 2.8% | -13.6% | 40.3%[activator] | 7.6% | 13.0% | 6.6%[59 µM]
Cc1oc(-c2ccccc2F)nc1CS(=O)CC(=O)NC1CCCCC1 (stereo not drawn) | -3.5% | 1.0% | 0.3 | 8.5% | -0.4% | 29.7% | 6.5% | 11.8% | nt
Cc1nc(-c2cccc3ccccc23)ccc1C(=O)O | -2.4% | -13.2% | 2.8 | -4.6% | -13.4% | 30.4% | 3.6% | 7.6% | ?
CCCNS(=O)(=O)c1cccc2cccnc12 | -6.9% | 1.6% | -9.0 | 9.5% | 0.8% | 63.8%[activator] | -2.1% | 6.3% | -7.4%
CC(C)(C)OC(=O)N1CCC(Cc2cc(-c3cccc(Br)c3)no2)(C(=O)O)CC1 | -4.9% | -4.2% | 2.5 | -32.5% | -9.6% | 24.4% | 3.7% | 6.3% | nt
Cc1cc(C)n2nc(CNC(=O)c3cccc(Cl)c3)nc2n1 | -9.4% | -7.3% | 2.7 | 1.3% | -2.4% | 2.1% | -2.5% | 24.7% | -30.7%[59 µM]
N=c1c(C(=O)NC2CCCCC2)cc2c(=O)n3ccccc3nc2n1Cc1ccccc1 | -2.1% | -13.5% | 12.6 | -6.1% | -4.0% | 96.5%[activator] | 1.4% | -1.5%[56.9 µM] | 38.1%[activator]
Fc1ccc(-n2c(Cc3cccs3)n[nH]c2=S)cc1Cl | -25.7% | -7.7% | -5.4 | 36.9%[activator] | -17.5% | 30.4% | -26.6% | -44.2% | 1.78µM*
O=C(OC(C(=O)NCc1cccs1)c1ccccc1F)c1ccco1 (stereo not drawn) | -6.5% | 1.8% | -5.3 | -10.2% | 16.1% | 42.2%[activator] | 0.0% | 10.7% | 7.4%[59 µM]
COC(=O)c1ccccc1NC(=O)CSc1nc(N)cc(N)n1 | -10.6% | -9.4% | 3.8 | -14.0% | 1.0% | 28.1% | -6.5% | -18.5% | -12.1%
CCCCNC(=O)CCC(=O)Nc1ccc2nc(N3CCC(C)CC3)cc(C)c2c1 | -20.1% | 0.0% | 4.3 | -6.7% | 6.2% | 5.5%[57 µM] | 8.1% | -6.2% | -7.3%
